Screens: PubChem BioAssay, National Center for Advancing Translational Sciences (NCATS)
Tau fluor cs: Counterscreen qHTS for Inhibitors of Tau Fibril Formation, Fluorescence Polarization. tau K18 P301L (four-repeat tau fragment) Alexa594 fluorescence, heparin fibrillization. Potency, µM (doses to about 57.7 µM), without a hit: at the top dose activity change, negative = decrease. hit rate 0.93% among 280,000. AID 1463, 2008; note: potency is the fitted concentration of half-maximal effect; % is set by controls: 0 for no effect and ±100 for the full control effect; nearly all actives have a fitted effect of over 55% in size
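Human K18 P301L tau (15 uM unlabeled plus 0.24 uM Alexa 594-labeled, final) in 100 mM sodium acetate pH 7 was mixed with compound and 20 uM heparin and incubated 6 hr at 37 C.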
TR SRC2 fluor cs: Total Fluorescence Counterscreen for Inhibitors of the Interaction of Thyroid Hormone Receptor and Steroid Receptor Coregulator 2; TRb/SRC2 Texas Red total fluorescence interference; Potency, µM (top dose mostly 106 µM), without a hit: at the highest dose fluorescence change, negative = quenching; hit rate 0.29% among 280,000; active = well fitted curve in either direction with a large enough effect; inconclusive = small, poorly fitted or top-dose-only effect; note: potency is the fitted concentration of half-maximal effect; % is set by controls: 0 for no effect and ±100 for the full control effect
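Flags fluorescent or light-absorbing compounds by total fluorescence, S + 2P, at 555 nm excitation and 632 nm emission. Mixture: 20 nM Texas Red SRC2 peptide, 0.6 uM human TRb LBD, 1 uM T3, 5% DMSO; compound exposure 5 h at ambient temperature.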
TRb SRC2 PPI: qHTS for Inhibitors of the Interaction of Thyroid Hormone Receptor and Steroid Receptor Coregulator 2. hit rate 0.065% among 280,000. TRbeta-SRC2 peptide binding, fluorescence polarization; receptor liganded with 1 µM T3. Potency, µM (top dose mostly 106 µM), without a hit: at the highest dose activity change, negative = inhibition, usual class: inhibitors. Thyroid hormone receptor beta (Homo sapiens), P10828;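 note: potency is the fitted concentration of half-maximal effect; plate controls were bound peptide for no effect and peptide without receptor for full effect; nearly all actives have a fitted effect of over 50% in size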
Target sequence (P10828 whole entry, looked up): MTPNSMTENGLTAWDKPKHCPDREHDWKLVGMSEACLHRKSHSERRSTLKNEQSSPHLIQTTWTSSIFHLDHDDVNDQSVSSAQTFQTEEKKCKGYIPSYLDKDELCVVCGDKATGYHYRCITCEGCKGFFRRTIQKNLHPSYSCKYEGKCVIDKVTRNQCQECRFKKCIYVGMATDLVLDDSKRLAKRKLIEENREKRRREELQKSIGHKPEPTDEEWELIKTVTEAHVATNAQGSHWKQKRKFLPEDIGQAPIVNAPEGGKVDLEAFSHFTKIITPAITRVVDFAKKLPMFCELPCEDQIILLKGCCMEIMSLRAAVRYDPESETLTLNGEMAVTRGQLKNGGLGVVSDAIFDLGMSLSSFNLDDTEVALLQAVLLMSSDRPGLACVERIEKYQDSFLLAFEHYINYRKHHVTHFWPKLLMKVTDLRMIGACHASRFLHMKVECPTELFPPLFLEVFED
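Human TRb ligand-binding domain (0.6 uM) is mixed with 20 nM Texas Red SRC2 peptide and 1 uM T3; after compound addition and 5 hr at ambient temperature, polarization is measured and normalized to unbound and bound controls.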
CBFb-RUNX1 inh: qHTS Assay for Compounds Blocking the Interaction Between CBF-beta and RUNX1 for the Treatment of Acute Myeloid Leukemia. 230,000 tested, under 10 active. AlphaScreen CBFb-His/RUNX1-biotin binding, biochemical. Potency, µM (titrated, usually from 59.8 µM), without a hit: at the top dose activity, negative = inhibition, usual class: inhibitors; note: % of control where 0% means no effect
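Bead-based AlphaScreen assay; binding partners His-tagged CBF-beta and biotinylated RUNX1 at 30 nM each. Compound exposure 15 min after a 20-min protein preincubation; bead step 90 min; all steps at room temperature.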
Epigenetic derep: Quantitative High-Throughput Screen for Regulators of Epigenetic Control; Potency, µM (titrated, usually from 53.9 µM), without a hit: at the top dose GFP activation, actives largely listed as activators; murine LDR cells, GFP reporter derepression, 30 h; hit rate 0.2% among 280,000; note: potency is the fitted concentration of half-maximal effect; % of control where 0% means no effect; nearly all actives have a fitted effect of over 60% in size
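Murine LDR cells carrying a silenced, genomically integrated CMV-driven GFP reporter were exposed to compound for 30 hours at 37 C. After PBS washes, GFP-positive cells (20–120 um objects) were counted by laser-scanning microplate cytometry.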
Tau FP inhib: qHTS for Inhibitors of Tau Fibril Formation, Fluorescence Polarization. Microtubule-associated protein tau (Homo sapiens), P10636. hit rate 0.39% among 280,000. K18 P301L tau heparin fibrillization, Alexa594 FP, 6 h. Potency, µM (doses to about 57.7 µM), without a hit: at the top dose activity, negative = inhibition, most hits filed as inhibitors; note: potency is the fitted concentration of half-maximal effect; % is set by controls: 0 for no effect and ±100 for the full control effect; nearly all actives have a fitted effect of over 55% in size
Target sequence (P10636 561-689 P618L limits assumed): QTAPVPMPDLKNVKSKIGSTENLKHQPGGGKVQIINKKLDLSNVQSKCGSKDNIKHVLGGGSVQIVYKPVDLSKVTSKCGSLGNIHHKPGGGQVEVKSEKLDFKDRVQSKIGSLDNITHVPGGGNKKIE
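Recombinant K18 P301L […], labeled with Alexa 594 at 0.24 uM over 15 uM unlabeled; heparin inducer 20 uM final; 37 C, 6 hr; FP endpoint.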
NPSR antagonist: qHTS Assay for Antagonists of the Neuropeptide S Receptor: cAMP Signal Transduction. Q6W5P4. CHO-NPSR cells, cAMP TR-FRET, antagonist mode. Potency, µM (doses to about 38.3 µM), for the others: top-dose activity change, negative = inhibition, most hits filed as inhibitors. hit rate 1% among 220,000. AID 1461, 2008; note: potency is the fitted concentration of half-maximal effect; % is set by controls: 0 for no effect and ±100 for the full control effect; nearly all actives have a fitted effect of over 50% in size; many of its hits are not listed in these tables
Target sequence (Q6W5P4 whole entry, looked up): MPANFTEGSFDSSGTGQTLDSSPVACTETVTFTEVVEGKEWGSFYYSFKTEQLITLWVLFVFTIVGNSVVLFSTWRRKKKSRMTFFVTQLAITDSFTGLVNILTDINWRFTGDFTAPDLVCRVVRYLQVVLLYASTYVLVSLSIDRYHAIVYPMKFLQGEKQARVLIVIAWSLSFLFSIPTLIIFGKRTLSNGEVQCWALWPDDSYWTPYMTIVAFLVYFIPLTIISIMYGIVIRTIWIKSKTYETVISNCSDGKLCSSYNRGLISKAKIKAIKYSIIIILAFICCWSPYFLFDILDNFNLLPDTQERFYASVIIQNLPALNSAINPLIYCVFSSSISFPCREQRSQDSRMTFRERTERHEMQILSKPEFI
aGal spleen mod: qHTS Assay for Inhibitors and Activators of Human alpha-Galactosidase From Spleen Homogenate; hit rate 0.008% among 240,000; AID 2107, 2009; Potency, µM (top dose mostly 80 µM), without a hit: at the top dose activity change, negative = inhibition, actives largely listed as inhibitors; human spleen homogenate, 4MU-alpha-Gal fluorescence, 40 min; Alpha-galactosidase A (Homo sapiens), P06280;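 note: potency is the fitted concentration of half-maximal effect; 0% = enzyme with vehicle and -100% = no enzyme basal signal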
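Inhibition or activation of alpha-galactosidase in human spleen homogenate is scored by 4-MU fluorescence after 40 min at 37C, pH 5.0, with 1 mM substrate. AC50s come from concentration-response fitted to the Hill equation.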
An asterisk follows results filed as active; u = inconclusive; x = no result given; [ ] = another dose, or the depositor's remark. Unless noted, calls come from the whole dose curve; as a rule, active = well fitted curve in the direction sought with a large enough effect; inconclusive = small, poorly fitted or top-dose-only effect, or another doubt; inactive = no such curve, though single readings can be large; an effect the other way counts as inactive or inconclusive. Not all compounds are listed, so the mix of outcomes need not match the whole.

SMILES	Tau fluor cs	TR SRC2 fluor cs	TRb SRC2 PPI	CBFb-RUNX1 inh	Epigenetic derep	Tau FP inhib	NPSR antagonist	aGal spleen mod
COc1ccc(CC(=O)N[C@@H](CCSC)c2nc3ccccc3[nH]2)cc1	-10.3%	-0.8%	-3.3%	13.4%	-4.0%	2.2%	-3.9%	-1.5%
COc1ccc(/C=C/C(=O)NC(CCSC)C(=O)O)cc1 (stereo not given)	-8.4%	-0.2%	-7.0%	3.1%	1.2%	6.5%	15.2%	-2.6%
CC1CCc2cc(F)ccc2N1S(=O)(=O)c1ccc(Cl)nc1 (stereo not given)	-16.6%	u	-2.5%	4.0%	1.1%	-2.4%	-23.5%	-5.5%
COC(=O)Nc1c(C)n(C)n(-c2ccccc2)c1=O	-9.0%	-0.7%	-20.9%	2.6%	0.0%	-6.6%	7.6%[46.1 µM]	4.4%
CN(c1ccc(OCC(=O)Nc2ccc3[nH]c(=O)[nH]c3c2)cc1)S(=O)(=O)c1ccc(Cl)cc1	u	-9.3%	-4.0%	10.1%	0.0%	14.6%	-15.7%[46.1 µM]	7.7%
CCC1(O)CC(C(=O)OC)=NN1C(=O)c1ccccc1 (stereo not given)	-3.8%	-0.9%	10.5%	5.8%	0.7%	8.8%	-3.2%[46.1 µM]	4.9%
CS(=O)(=O)c1ccc2nc(NC(=O)c3ccc(N4CCCC4=O)cc3)sc2c1	-0.6%	-1.6%	4.2%	18.1%	1.1%	-9.3%	u	-14.9%
COc1ccccc1-n1nc(C(=O)NCc2ccco2)c2ccccc2c1=O	-12.1%	1.9%	11.4%	3.2%	-1.0%	9.3%	-24.1%[46.1 µM]	11.2%
O=C(N1CCCC1)C12CCC3CC(CC(C3)C1)C2	0.6%	1.9%	-6.7%	0.8%	3.9%	14.0%	-2.9%[46.1 µM]	-0.9%
Cc1ccnc(NC(=O)c2ccccc2NC(=O)C(C)(C)C)c1	4.1%	-4.6%	6.6%	2.7%	0.8%	2.4%	16.0%[46.1 µM]	1.9%
CC(C)c1ccc(C2NC(=O)c3n[nH]c(-c4cccs4)c32)cc1 (stereo not given)	-19.8%	-0.4%	-4.6%	x	0.5%	3.2%	x	x
Cc1ccc2nc(N(CCN(C)C)C(=O)c3cc(Cl)sc3Cl)sc2c1	-17.7%	1.0%	-19.2%	-10.0%	-1.0%	7.1%	-4.6%	3.5%
O=C(Nc1ccccc1)Nc1ccc2nnsc2c1	u	-0.7%	-2.3%	3.6%	3.2%	u	16.5%	-5.2%
COc1cc(S(=O)(=O)N2CCOCC2)ccc1NC(=O)COC(=O)COc1ccccc1	-11.4%	-2.9%	-7.5%	-3.5%	-0.3%	-8.6%	11.0%	6.6%
COc1cc(NC(=O)N2CCC(CN3CCCCCC3)CC2)cc(OC)c1OC	-8.2%	-6.4%	2.6%	x	1.2%	0.0%	x	x
CCOc1ccc2c(c1)nc(C)n2C	-5.0%	-0.9%	0.0%	3.8%	-1.2%	-1.3%	33.9%	-1.3%
O=C(NCCCCCNC(=O)c1ccco1)c1ccco1	-1.8%	-5.6%	3.3%	15.3%	-1.0%	-5.2%	-1.3%[46.1 µM]	7.0%
COc1cccc(NC(=O)CSc2nnc(CNC(=O)c3ccccc3)n2C)c1	0.1%	0.2%	3.7%	2.5%	-0.9%	0.9%	-7.6%[46.1 µM]	8.5%
COc1cc2c(cc1OC)CN(c1nc(CN3CCCC3)nc3sc(C)c(C)c13)CC2	-6.7%	-6.5%	-10.0%	-1.6%	-1.5%	-1.1%	-7.8%	-11.7%
COc1ccc(NC(=O)CSc2nc3c(c(=O)[nH]2)CCC3)cc1OC	-0.1%	0.0%	4.6%	6.6%	0.0%	3.6%	-8.6%[46.1 µM]	0.5%
Cc1cnn(-c2ccc3nnc(-c4ccc(Cl)cc4)n3n2)c1	-13.4%	0.7%	-0.4%	5.9%	-2.8%	-10.6%	-14.4%[46.1 µM]	3.8%
O=C(c1ccccc1)c1cn(Cc2ccc(F)cc2)c2ccccc2c1=O	-12.3%	-0.5%	2.3%	x	-1.1%	-7.2%	x	x
Cc1ccc(NC(=O)C2CC2C)c(Cl)c1 (stereo not given)	12.9%	-0.4%	4.2%	6.8%	-2.5%	3.1%	4.6%	-11.7%
COc1ccc(C2Nc3ccccc3C(=O)N2NC(=O)c2ccccc2)cc1OC (stereo not given)	-4.6%	-0.1%	4.1%	0.3%	-3.5%	-2.3%	5.3%	0.1%
O=C(Nc1ccc(N2CCCC2=O)cc1)c1cccc(F)c1	0.1%	1.3%	-26.1%	-6.6%	-1.1%	0.5%	6.9%[46.1 µM]	u

Next section; the last two above are carried over.
SMILES	Tau fluor cs	TR SRC2 fluor cs	TRb SRC2 PPI	CBFb-RUNX1 inh	Epigenetic derep	Tau FP inhib	NPSR antagonist	aGal spleen mod
COc1ccc(C2Nc3ccccc3C(=O)N2NC(=O)c2ccccc2)cc1OC (stereo not given)	-4.6%	-0.1%	4.1%	0.3%	-3.5%	-2.3%	5.3%	0.1%
O=C(Nc1ccc(N2CCCC2=O)cc1)c1cccc(F)c1	0.1%	1.3%	-26.1%	-6.6%	-1.1%	0.5%	6.9%[46.1 µM]	u
CCCC12CN3CC(CCC)(CN(C1)C3c1ccc(OCc3ccccc3)cc1)C2=O (stereo not given)	-7.9%	0.3%	-0.7%	x	2.3%	-3.6%	x	x
Cc1ccc(-n2nnc3c(=O)n(Cc4cccc(C)c4)cnc32)cc1	-6.3%	-2.2%	-5.6%	9.9%	0.0%	2.0%	-16.4%[46.1 µM]	-6.0%
COc1ccccc1C(=O)OCC(=O)NC(=O)NCc1ccccc1	-15.6%	-1.3%	-2.0%	-1.1%	-1.1%	3.9%	-1.4%	-8.4%
Cc1c(-c2ccco2)[n+](=O)c2c(n1[O-])CCCCC2	0.8%	2.5%	-4.4%	-5.4%	-4.0%	u	-1.1%[46.1 µM]	-2.8%
COc1ccc(S(=O)(=O)N2N=C(C)Oc3ccccc3C2=O)cc1	-1.6%	-0.9%	-1.0%	0.9%	1.1%	-1.1%	1.7%[46.1 µM]	5.7%
O=C(Cc1ccccc1I)Nc1ccccc1	-9.8%	-4.6%	-2.5%	15.2%	7.9%	2.0%	x	17.7%
COCCn1c(SCC(=O)Nc2ccc(C(F)(F)F)cc2)nc2c([nH]c3ccccc32)c1=O	-12.6%	-0.6%	5.5%	x	1.4%	-10.0%	x	x
Cc1cc(=O)oc2cc(NC(=O)CCC(=O)O)ccc12	-2.1%	-5.5%	-2.5%	0.9%	0.0%	-9.9%	-1.9%[46.1 µM]	u
Cc1ccc(C(=O)Nc2ccc(Cl)cc2C)c(Cl)c1	-0.6%	-1.9%	-1.8%	13.4%	0.9%	4.5%	-20.4%	-0.6%
COc1ccccc1-c1nc(C#N)c(N2CCN(C(c3ccccc3)c3ccccc3)CC2)o1	-13.5%	-0.4%	-9.8%	5.2%	-0.1%	-2.8%	-5.7%[46.1 µM]	-10.2%
COc1ccc(NC(=O)Nc2ccc(F)cc2F)c(C)c1	-12.9%	0.3%	-10.6%	0.8%	3.8%	0.8%	-11.4%[46.1 µM]	-2.9%
COc1cccc(C(=O)CSc2nnc(-c3cc(OC)cc(OC)c3)o2)c1	-11.0%	0.5%	-5.8%	9.2%	3.9%	u	-13.7%[46.1 µM]	-13.8%
CCOP(=O)(OCC)C(NC(=O)Nc1ccc(Cl)cc1)c1ccccc1 (stereo not given)	-14.6%	-2.2%	0.5%	-5.1%	-0.9%	u	-12.3%[46.1 µM]	2.8%
Cc1ccc(C(=O)N2CCc3ccccc32)o1	-6.7%	u	2.8%	-4.3%	0.0%	-3.3%	-7.2%[46.1 µM]	1.5%
COc1ccc(S(=O)(=O)NCc2ccco2)cc1N(C)S(=O)(=O)c1ccccc1	-9.7%	-5.4%	5.3%	-5.8%	1.1%	-7.0%	16.1%	2.6%
C#CCNC(=O)C1=C[C@@H](C2CCCCC2)C[C@@H](OCCCCO)O1	3.0%	-2.8%	0.7%	13.1%	-0.5%	-2.1%	-2.9%	-3.3%
CCc1ccccc1N(C)C(=O)c1cn(-c2cccc(OC)c2)c(=O)c2ccccc12	-6.8%	-8.7%	2.5%	x	2.5%	-1.3%	x	x
Clc1cccc(/C(Cc2nc3ccccc3[nH]2)=N\Nc2ccccc2)c1	7.08µM*[quencher]	4.3%	2.6%	-3.2%	3.4%	u	-26.4%[46.1 µM]	-1.6%
COc1ccc(Nc2nc(-c3sc(N)nc3C)cs2)cc1	u	2.1%	10.7%	u	-0.8%	u	-21.5%[46.1 µM]	2.4%
Cc1ncoc1C(=O)Nc1ccc2c(c1)OCCO2	-12.2%	-1.9%	0.7%	2.4%	-0.2%	-4.4%	1.3%[46.1 µM]	8.2%
CCOC(=O)C1CCN(C(=O)C2CCN(S(=O)(=O)c3c(C)noc3C)CC2)CC1	-1.2%	0.8%	-10.4%	3.6%	-5.8%	-2.8%	-3.7%[46.1 µM]	-16.6%
CCC(=O)Nc1cccc(NC(=S)NC(=O)c2ccccc2C)c1	-8.1%	-2.9%	-6.4%	14.4%	-2.2%	-1.3%	0.9%	-4.1%
Cc1cc(C)c(S(C)(=O)=O)c(Oc2cccc(Cl)c2)n1	-13.1%	-3.6%	-3.3%	21.8%	6.5%	5.7%	9.5%[46.1 µM]	6.0%
Cc1ccc(C)c(N(C(=O)Cc2cccs2)C(C(=O)NC2CCCC2)c2ccc(C)o2)c1 (stereo not given)	-8.5%	-3.1%	0.7%	13.8%	0.4%	3.7%	-9.1%[46.1 µM]	-15.9%

As entered above:
`Cc1cc(=O)oc2cc(NC(=O)CCC(=O)O)ccc12` in TRb SRC2 PPI is entered as -2.5%
`Cc1ccc(C(=O)N2CCc3ccccc32)o1` in aGal spleen mod is entered as 1.5%
